# S2 tox: reduces viability in counter-screen for ATXN expression inhibitors. S2 cells (HEK-293 line with an ATXN2-luciferase reporter) viability, CellTiter-Fluor protease fluorescence, 24 h. Potency, µM (titrated, usually from 56.7 µM), actives largely listed as cytotoxic. actives 0.49% (n = 400,000). AID 651635; further: potency means the concentration at half of the fitted maximal effect; nearly all actives have a fitted effect of over 40% in size
# ATXN2 expr inh: reduces ATXN2 reporter expression in HEK-293 cells; Potency, µM (top dose mostly 57 µM), without a hit: at the highest dose activity change, negative = inhibition, hits mostly inhibitors; actives 0.72% (n = 360,000); HEK-293 ATXN2-luciferase reporter, luminescence, 24 h; further: potency means the concentration at half of the fitted maximal effect; on the % scale 0 is the no-effect control and ±100 the full control effect; nearly all actives have a fitted effect of over 55% in size
#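 ATXN2-luciferase reporter cells (luciferase flanked by upstream and downstream ATXN2 gene portions) were treated 24 h at 37 °C with compounds at up to 57 uM. SteadyGlo luminescence gave expression; GF-AFC fluorescence gave viability.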
# IL2 activator: activators of IL-2 | IL-2 activation reporter assay, cell-based qHTS; stimulated with anti-CD3/CD4/CD28 beads; in transgenic mouse T cells | activation, % (series mostly up to about 46 µM) | actives 0.065% (n = 360,000) | AID 652025; in the data active means activation above about 50%; inconclusive means mostly about 30% to 49%; further: 0% is about no effect
#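 Readout is EGFP and DsRed signal by fluorescent plate cytometry after 18 h at 37 degrees C. Transgenic mouse T cells (750/well) received compound for 60 min before bead stimulation (anti-CD3, anti-CD4, anti-CD28); memory T cells served as non-tolerant control.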
# Nrf2 activator: Nrf2 pathway activation. AREc32 ARE-luciferase reporter (MCF7-derived line), luminescence, 24 h. Potency, µM (series often up to 46.1 µM), without a hit: at the highest dose activation, usual class: activators. actives 0.31% (n = 410,000). AID 624171; further: potency means the concentration at half of the fitted maximal effect; % of control where 0% means no effect; nearly all actives have a fitted effect of over 65% in size
#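 ARE-driven firefly luciferase activity in AREc32 cells measured after a 24 hr compound exposure at 37 deg C, using Steady-Glo reagent and a 30 min room-temperature hold.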
# A549 viability: A549 cytotoxicity, counter-screen for Nrf2 inhibitors | Potency, µM (series often up to 46 µM), for the others: at the highest dose activity change, negative = cytotoxicity, most hits filed as inhibitors | AID 504648 | A549 ARE-Fluc cells, CellTiter-Fluor viability, 18-24 h | actives 0.16% (n = 390,000); further: potency means the concentration at half of the fitted maximal effect; on the % scale 0 is the no-effect control and ±100 the full control effect
#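 A549 ARE-Fluc cells in 5% FBS OPTI-MEM, 5000 cells/well, rested 2 h then exposed to compounds in concentration-response for 18-24 h at 37 °C. Viability by CellTiter-Fluor fluorescence (Ex 405/Em 525) after 30 min; luciferase luminescence (BugLite, 15 min, RT) read afterwards.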
# HepG2 viability: kills HepG2 cells in TGF-b inhibitor counter-screen; Potency, µM (highest dose often 46.1 µM), inactives show at the highest dose activity change, negative = cytotoxicity, hits mostly cytotoxic; HepG2 CAGA-GFP viability, ATP luminescence, 18 h; actives 0.76% (n = 410,000); further: potency means the concentration at half of the fitted maximal effect; some results filed as inactive show a strong effect at the top dose
#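 CellTiter-Glo luminescence gave cytotoxicity after 18 hours at 37 degrees C. The cells were HepG2 CAGA-GFP in 1% FBS DMEM, stimulated with 500 pg/mL TGF-beta after compound addition. %Activity was normalised to no-cell wells (complete cell-killing) and DMSO (no toxicity), and curves were fitted and classified.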
# TGFb inhibitor: inhibitors of TGF-b signaling. HepG2 CAGA-GFP TGF-b/SMAD3 reporter, GFP fluorescence, 18 h; TGF-beta stimulated, 500 pg/mL final. Potency, µM (doses to about 46.1 µM), for the others: top-dose activity, negative = inhibition, hits mostly inhibitors. actives 1.2% (n = 410,000). AID 588855; further: potency means the concentration at half of the fitted maximal effect; on the % scale 0 is the no-effect control and ±100 the full control effect; nearly all actives have a fitted effect of over 65% in size
#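 First, reporter cells (HEPG2 CAGA-GFP) rested 2 h at 37 degrees C. Next, compounds were pinned in and TGF-beta added to 500 pg/mL final. After 18 h, GFP was imaged per cell and summed per well.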
# EPAC2 ag: activates human EPAC2 exchange factor | Q8WZA2 | EPAC2 activation, biochemical qHTS; response scale: 100% = 6.5 mM cAMP response | Potency, µM (doses to about 154 µM), without a hit: at the top dose activation, usual class: activators | actives 0.079% (n = 360,000) | AID 720711; further: potency means the concentration at half of the fitted maximal effect; nearly all actives have a fitted effect of over 50% in size
# Target sequence (Q8WZA2 whole entry, looked up): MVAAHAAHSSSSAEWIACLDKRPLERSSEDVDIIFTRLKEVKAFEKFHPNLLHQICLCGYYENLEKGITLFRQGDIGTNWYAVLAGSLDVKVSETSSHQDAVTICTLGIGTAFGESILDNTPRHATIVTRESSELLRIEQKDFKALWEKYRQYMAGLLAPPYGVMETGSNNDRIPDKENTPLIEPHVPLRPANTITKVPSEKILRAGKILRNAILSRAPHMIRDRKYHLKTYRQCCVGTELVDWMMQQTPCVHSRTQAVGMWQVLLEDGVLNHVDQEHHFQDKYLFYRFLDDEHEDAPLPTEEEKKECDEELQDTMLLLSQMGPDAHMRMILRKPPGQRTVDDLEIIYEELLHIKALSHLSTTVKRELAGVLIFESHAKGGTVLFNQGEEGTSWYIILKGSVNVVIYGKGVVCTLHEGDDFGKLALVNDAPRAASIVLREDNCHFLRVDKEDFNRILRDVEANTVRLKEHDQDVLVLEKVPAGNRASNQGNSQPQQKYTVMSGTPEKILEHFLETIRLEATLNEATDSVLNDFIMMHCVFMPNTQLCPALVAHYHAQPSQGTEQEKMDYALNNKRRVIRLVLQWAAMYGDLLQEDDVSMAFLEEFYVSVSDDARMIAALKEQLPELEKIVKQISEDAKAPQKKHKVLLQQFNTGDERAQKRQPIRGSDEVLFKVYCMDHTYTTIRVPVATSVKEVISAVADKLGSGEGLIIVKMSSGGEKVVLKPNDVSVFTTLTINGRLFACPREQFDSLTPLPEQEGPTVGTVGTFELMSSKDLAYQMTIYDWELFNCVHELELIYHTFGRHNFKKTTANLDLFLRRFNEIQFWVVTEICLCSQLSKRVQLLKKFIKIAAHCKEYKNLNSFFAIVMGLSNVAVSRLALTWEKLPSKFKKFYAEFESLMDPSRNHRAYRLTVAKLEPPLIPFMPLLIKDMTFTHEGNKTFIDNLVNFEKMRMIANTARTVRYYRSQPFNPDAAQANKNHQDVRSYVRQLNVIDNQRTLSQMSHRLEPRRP
#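 Each well held 100 nM EPAC2, 250 nM RAP1B-BODIPY-GDP and 50 uM GDP. Fluorescence, read at 5-min intervals to 30 min, was referenced to a 6.5 mM cAMP positive control.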
# Nrf2 block: Nrf2 pathway inhibition; Potency, µM (series often up to 46 µM), for inactives: at the highest dose activity change, negative = inhibition, usual class: inhibitors; A549 ARE-Fluc reporter, luciferase luminescence, 18-24 h; actives 2.1% (n = 360,000); AID 504444; further: potency means the concentration at half of the fitted maximal effect; on the % scale 0 is the no-effect control and ±100 the full control effect; nearly all actives have a fitted effect of over 60% in size
#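 A549 ARE_Fluc cells (5000/well, 5% FBS OPTI-MEM) pre-incubated 2 h, then treated with compounds 18-24 h at 37C/5% CO2 in concentration-response. CellTiter-Fluor viability read first; BugLite luciferase luminescence after 15 min at room temperature gives Nrf2 activity.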
# The depositor's hits bear a star; i = inactive; ? = inconclusive; · = no result given; [ ] = dose if it differs, or a comment. Unless noted, the call rests on the fitted dose curve; in most records, active means well fitted curve in the direction sought with a large enough effect; inconclusive means small, poorly fitted or top-dose-only effect, or another doubt; inactive means no such curve, though single readings can be large; an effect the other way counts as inactive or inconclusive.
# Start of the listing, in advance:
SMILES,S2 tox,ATXN2 expr inh,IL2 activator,Nrf2 activator,A549 viability,HepG2 viability,TGFb inhibitor,EPAC2 ag,Nrf2 block
C[C@H]1CN([C@@H](C)CO)S(=O)(=O)c2ccc(Br)cc2O[C@H]1CN(C)Cc1ccccc1F,?,?,-2.8,1.3%,·,-60%,16µM*,9%,·
O=C(c1ccc2c(c1)OCO2)N1CCCC1,i,2%,-0.2,2.2%,0%,-23%,-3%,2%,0%

# Main list (from the top)
SMILES,S2 tox,ATXN2 expr inh,IL2 activator,Nrf2 activator,A549 viability,HepG2 viability,TGFb inhibitor,EPAC2 ag,Nrf2 block
C[C@H]1CN([C@@H](C)CO)S(=O)(=O)c2ccc(Br)cc2O[C@H]1CN(C)Cc1ccccc1F,?,?,-2.8,1.3%,·,-60%,16µM*,9%,·
O=C(c1ccc2c(c1)OCO2)N1CCCC1,i,2%,-0.2,2.2%,0%,-23%,-3%,2%,0%
COc1cc(OC)c2c(-c3cccc(-c4ccc(C(F)(F)F)cc4)c3)cc(=O)oc2c1,i,-2%,0.1,0.3%,-8%,-31%,?,12%,7%
Cc1ccc(S(=O)(=O)N(C)CC(=O)NCCCn2nc(C)cc2C)cc1,i,-9%,0.1,-0.6%,17%,-11%,-3%,7%,2%
COc1ccc(-n2ncc3c(=O)n(Cc4c(F)cccc4Cl)cnc32)cc1,i,14%,0.1,2.4%,11%,10%,7%,14%,?
Nn1c(SCc2cn3cc(Cl)ccc3n2)nnc1-c1ccncc1,i,-35%,0.5,0.4%,1%,2%,-3%,16%,-10%
O=C1CSC(c2cn(-c3ccccc3)nc2-c2cc3ccccc3oc2=O)N1Cc1ccccc1 (stereo not drawn),i,-8%,-0.5,15%,-25%,-2%,0%,14%,?
O=C(OCc1ccccc1C(F)(F)F)c1ccc(Br)c(S(=O)(=O)N2CCOCC2)c1,i,-19%,-0.5,-0.8%,1%,-8%,-6%,9%,-14%
CCCC1N=C2c3ccccc3N=C(SCC(=O)NCCc3ccc(Cl)cc3)N2C1=O (stereo not drawn),?,8%,·,6.9%,-7%,-36%,0%,·,·
NC(Cc1ccc(C(F)(F)F)cc1)c1csc(Nc2ccc(C(=O)NCCCO)cn2)n1 (stereo not drawn),?,?,-0.7,2.0%[9.22 µM],·,-91%,?,3%,·
O=C(COc1ccc(S(=O)(=O)N2CCCCC2)cc1)NCC1CCCO1 (stereo not drawn),i,5%,-0.1,0.2%,0%,8%,-3%,3%,-14%
CC1(C(=O)NS(=O)(=O)c2cccc(F)c2)CCN1C(=O)CC1CCCCC1 (stereo not drawn),i,6%,-0.2,0.6%,·,-34%,8%,14%,·
COc1ccc(F)cc1C(=O)C1CCCN(C(=O)Cc2c(C)noc2C)C1 (stereo not drawn),i,-4%,-2.9,0.1%,1%,6%,2%,-1%,-7%
O=S(=O)(NCc1cccs1)c1cccc(S(=O)(=O)N2CCCCC2)c1,i,-10%,-2.3,0.1%,-23%,4%,-19%,7%,10%
O=C(O)CCc1nc(-c2ccc(Cl)cc2)no1,?,-10%,-0.8,-0.7%,2%,6%,8%,2%,-5%
COc1cccc(NS(=O)(=O)c2ccc3[nH]cc(C(=O)NCCN4CCOCC4)c(=O)c3c2)c1,i,-4%,0.5,-1.1%,-4%,-2%,8%,4%,15%
CCN1CCN(C(=S)c2ccc(Cl)c(Cl)c2)CC1,i,-7%,-3.6,-0.1%,?,-9%,-29%,5%,-4%
O=C(COc1ccc2c3c(c(=O)oc2c1)CCCC3)NCc1ccccn1,i,-8%,0.1,0.0%,-1%,1%,-1%,8%,-4%
Cc1cccc(-n2nnc(C(=O)N3CCc4ccccc4C3)c2N)c1,·,104%[activator],-4.0,-0.1%,-22%,-15%,4%,13%,?
O=C(Nc1cccc(F)c1)c1coc(=O)c(Br)c1,i,-2%,-6.0,?,-7%,-17%,?,8%,16%
CCCCCCCCOC(=O)CCc1c(C)[nH]c(=S)[nH]c1=O,i,-1%,-0.3,3.2%,-4%,-21%,-2%,-56%[inhibitor],8%
COc1cccc(/C=C/C(=C2/C(=O)N(c3ccccc3)N=C2C)c2ccc(Br)cc2)c1OC,i,-2%,-1.0,-0.3%,6%,-36%,-4%,6%,-19%
O=[N+]([O-])c1ccc(CCn2ccnc2)cc1,i,·,-1.1,-0.5%,2%,-7%,27%,2%,-10%
Nc1ncnc2c1ncn2[C@@H]1O[C@H](C(=O)NCCCN2CCCC2=O)[C@@H](O)[C@H]1O,i,5%,0.1,0.3%,·,-2%,-1%,6%,·
Cc1ccc(S(=O)(=O)Nc2cc(=O)[nH]c(SCc3ccccc3Cl)n2)cc1,i,?,-0.9,1.6%,-3%,0%,0%,15%,?
CN(CC(=O)Nc1ccc(F)cc1)C(=O)COC(=O)Cc1cccs1,i,-14%,-0.5,1.3%,5%,-1%,1%,7%,3%
CC(CNC(=O)c1cc(Cl)ccc1[N+](=O)[O-])NC(=O)c1cc(Cl)ccc1[N+](=O)[O-] (stereo not drawn),i,1%,0.2,-0.6%,3%,-11%,-1%,1%,23%
O=C(COCc1cc(-c2ccc3c(c2)OCO3)on1)Nc1cc(Cl)ccc1O,·,·,·,13%,13%,5%,1%,·,9%
Cc1cccn2c(=O)nc(SCC(=O)N3CCC(C)CC3)nc12,?,-2%,-0.1,2.1%,-13%,8%,8%,2%,-1%
CCS(=O)(=O)N1CCC(C(=O)NCCN2CCN(Cc3ccccc3)CC2)CC1,i,-12%,0.3,-0.3%,2%,-1%,2%,17%,1%
O=C1CNC(c2ccccc2)C(c2ccccc2)N1 (stereo not drawn),i,·,1.7,-0.7%,·,-23%,-12%,12%,·
Cc1ccc(C(=O)c2ccc([N+](=O)[O-])cc2)c(C)c1,i,1%,-3.4,0.6%,1%,-56%,-3%,13%,·
Cn1c(NCc2ccccc2F)nc2ccccc21,i,19%,·,6.1%,2%,-16%,?,·,111%
Cc1ccc(CC(=O)N2CCN(C(=O)C3CCCO3)CC2)cc1 (stereo not drawn),i,15%,2.1,-0.6%,3%,1%,-2%,5%,-7%
Cc1ccc(NC(=O)c2cc(-n3cnnc3)ccc2Cl)cc1,i,-8%,0.5,-0.8%,?,-9%,11%,7%,-10%
CC1Cc2ccccc2N1C(=O)Cn1c(=O)oc2cc(S(=O)(=O)N3CCCCC3)ccc21 (stereo not drawn),i,4%,-2.3,-0.5%,0%,1%,-7%,6%,-14%
CCCN1CCC(=NNC(=O)c2ccc(Br)o2)CC1,i,7%,-1.4,4.3%,2%,-51%,-1%,1%,24%
CCc1nnc(NC(=O)CN2CCCC(C)C2)s1 (stereo not drawn),i,·,-0.8,-0.2%,3%,0%,0%,-1%,6%
O=C(Oc1coc(CSc2nnc(NC(=O)c3cccs3)s2)cc1=O)c1ccccc1,i,7%,-0.4,-0.1%,-2%,-9%,3%,-6%,14%
CCOC(=O)c1c(NC(=O)COC(=O)CCNS(=O)(=O)c2ccccc2)sc(C(=O)N(C)C)c1C,i,-5%,-4.3,0.7%,-9%,-41%,0%,6%,9%
CC(C)CCn1c(SCCc2ccccc2)nc2c1c(=O)[nH]c(=O)n2C,i,-10%,-0.3,0.7%,-2%,-13%,1%,-2%,·
Fc1ccc(Oc2ccnc(Cl)n2)c(Cl)c1,i,0%,1.1,2.3%,-5%,-3%,-1%,8%,11%
CCCc1ccc2oc(C(=O)N3CCN(c4cnccn4)CC3)c(C)c2c1,i,-10%,-2.0,0.2%,10%,-31%,-9%,10%,?
O=C(Cc1ccc(Cl)cc1)NCCS(=O)(=O)N1CCN(c2ccccc2)CC1,i,1%,0.8,0.0%,2%,-10%,-16%,0%,-21%
CCN(CC)CCn1cnc2c1c(=O)[nH]c(=O)n2Cc1ccccc1,i,·,0.3,-0.6%,0%,-5%,-13%,3%,-1%
O=C(C1CCC(CNS(=O)(=O)c2cccc3cccnc23)CC1)N1CCc2ccccc21 (stereo not drawn),?,?,-3.3,10.0%,-26%,-29%,-30%,16%,?
S=C(NCCC1=CCCCC1)Nc1ccc(Cl)cc1,i,8%,-0.4,-0.1%,-1%,-24%,-6%,-8%,12%
CCCS(=O)(=O)N1CCN(C(=O)c2ccc(-c3ccccc3)cc2)CC1,i,-4%,3.0,2.3%,-16%,-22%,-4%,-3%,?
O=C(O)c1cccc(-n2cccc2/C=C\[N+](=O)[O-])c1,i,18%,-0.2,0.4%,-1%,-28%,-12%,12%,-1%
O=C(O)CSc1sc(=S)sc1SCC(=O)O,i,10%,-1.9,-0.7%,?,8%,-22%,3%,?
CSc1ccc(S(=O)(=O)NCC(=O)OC2CCOC2=O)cc1[N+](=O)[O-] (stereo not drawn),i,3%,-0.5,0.0%,-8%,-14%,-23%,-3%,-7%
O=C(NCCCc1nc2ccccc2n1Cc1ccccc1Cl)c1ccco1,?,?,·,8.0%,-3%,-30%,?,·,2%
COc1cc(C(=O)Nc2nnc(CC(=O)N3CCOCC3)s2)cc(OC)c1OC,i,1%,-1.7,0.7%,-4%,-2%,2%,-2%,0%
CCCc1cc(=O)oc2c(CN(CC)CC)c(O)c(Cl)cc12,i,9%,0.5,-0.4%,-7%,-6%,9%,2%,-27%

# Bioassay records: PubChem BioAssay, National Center for Advancing Translational Sciences (NCATS)
